Source: PubChem BioAssay (Broad Institute)
CFTR F508del cor – F508del CFTR correction, initial screen, CFBE line, single point; CFBE cells, YFP halide quenching; stimulated with forskolin plus potentiator P3; % fluorescence drop versus neutral controls; activity (quench increase), % at 7.58 µM; actives 0.36% (n = 350,000); AID 720511, 2013;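 active = mean added fluorescence quench of at least 8% versus neutral control, with both replicates also reaching 8%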;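 note: cells transiently co-express mutant CFTR-F508del with the halide-sensitive YFP; corrector assay measuring rescue of mutant channel to the surface after 24 h compound exposure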
INS-1E GSIS act – GLuc luminescence reporter in INS-1E cells, primary screen for activators of glucose-dependent secretion of insulin; activation, % at 16.6 µM; AID 743287, 2014; INS-1E GLuc reporter insulin secretion, 2-3 h; actives 0.61% (n = 370,000);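 active = lowest replicate activation of at least 40%, so every replicate reaches that level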;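 note: 0% = median of neutral control wells and 100% = median of IBMX positive control wells; some compounds called inactive have numbers as strong as hits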
PGC1a acetyl inh – inhibitors of PGC1a acetylation signal, primary screen, cell-based, U2OS, AlphaScreen, inhibitor mode; AlphaScreen anti-acetyl-lysine; with virally co-expressed GCN5 acetyltransferase; inhibition, % at 15.6 µM; actives 0.17% (n = 350,000);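 active = every replicate shows inhibition of at least 40%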;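 note: 0% = neutral control wells and 100% = positive control wells; some results beyond the cut were filed as inactive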
Active calls of the source: *.

What do the screens show for `Cc1ccccc1S(=O)(=O)N1CC(=O)N2[C@H](CO)[C@@H](c3ccc(C#CCC4CCCC4)cc3)[C@@H]2C1`?
CFTR F508del cor: 3.1; INS-1E GSIS act: -5; PGC1a acetyl inh: -2

Results for O=C1CN(Cc2ccccc2)C[C@@H]2[C@H](c3ccc(-c4ccccc4)cc3)[C@@H](CO)N12 ?
CFTR F508del cor: -0.9; INS-1E GSIS act: 41; PGC1a acetyl inh: -8

Results for COc1ccc(NC(=O)Nc2ccc3c(c2)CC(=O)N([C@@H](C)CO)C[C@H](C)[C@H](CN(C)Cc2ccc(C(=O)Nc4ccccc4N)cc2)O3)cc1 ?
CFTR F508del cor: -2.1; INS-1E GSIS act: 5; PGC1a acetyl inh: 5

What do the screens show for `COc1ccc(/C(N)=N/OC(=O)CCCN2C(=O)c3ccccc3C2=O)cc1OC`?
CFTR F508del cor: -0.7; INS-1E GSIS act: 9; PGC1a acetyl inh: 3

What do the screens show for `COc1ccc(-c2ccc([C@@H]3[C@@H](CO)N4C(=O)CN(Cc5ccc(F)cc5)C[C@@H]34)cc2)cc1`?
CFTR F508del cor: 0.1; INS-1E GSIS act: -3; PGC1a acetyl inh: 2

Results for O=c1cc(-c2ccccc2[N+](=O)[O-])oc2ccccc12 ?
CFTR F508del cor: 2.2; INS-1E GSIS act: -1; PGC1a acetyl inh: 5

How did O=C(Nc1ccc2oc(-c3cccc(F)c3)nc2c1)c1ccccc1F do in these assays?
CFTR F508del cor: 0.4; INS-1E GSIS act: 5; PGC1a acetyl inh: 2

How did O=C(c1ccc2c(c1)OCO2)N1CC(=O)N2[C@H](C1)[C@@H](c1ccc(C#Cc3ccccc3)cc1)[C@@H]2CO do in these assays?
CFTR F508del cor: 5.2; INS-1E GSIS act: -10; PGC1a acetyl inh: -4

How did C[C@@H]1CCCCO[C@@H](CN(C)Cc2ccc(C(=O)Nc3ccccc3N)cc2)[C@@H](C)CN([C@H](C)CO)C(=O)c2cc(NC(=O)Nc3cccc4ccccc34)ccc2O1 do in these assays?
CFTR F508del cor: -1.9; INS-1E GSIS act: 16; PGC1a acetyl inh: -4

Results for Cc1ccc(-c2ccc([C@@H]3[C@@H](CO)N4C(=O)CN(C(=O)Cc5ccccn5)C[C@H]34)cc2)cc1 ?
CFTR F508del cor: 0.0; INS-1E GSIS act: -5; PGC1a acetyl inh: 11

What do the screens show for `CCCNC(=O)N1CC2(CN(C(=O)Nc3cccc(F)c3)C2)c2c(n(C)c3cc(OC)ccc23)[C@H]1CO`?
CFTR F508del cor: -1.5; INS-1E GSIS act: 0; PGC1a acetyl inh: -2

Results for CCCC(=O)N1CC2(CCN(CC3CCCC3)CC2)c2c([nH]c3cc(OC)ccc23)[C@@H]1CO ?
CFTR F508del cor: 1.0; INS-1E GSIS act: 11; PGC1a acetyl inh: -3

How did O=C(C1CCOCC1)N1CC(=O)N2[C@H](C1)[C@@H](c1ccc(-c3ccccc3F)cc1)[C@@H]2CO do in these assays?
CFTR F508del cor: -1.8; INS-1E GSIS act: 14; PGC1a acetyl inh: 6

How did Cc1ccc(OCC(=O)N/N=C/c2ccc3c(c2)OCO3)cc1C do in these assays?
CFTR F508del cor: 3.3; INS-1E GSIS act: -1; PGC1a acetyl inh: 5

What do the screens show for `COc1ccc2c3c(n(C)c2c1)[C@H](CO)N(C)CC31CCN(C(=O)Nc2c(C)noc2C)CC1`?
CFTR F508del cor: 0.0; INS-1E GSIS act: 11; PGC1a acetyl inh: -9

Results for Cc1ccccc1S(=O)(=O)N1CC(=O)N2[C@H](CO)[C@@H](c3ccc(C#CC4CC4)cc3)[C@H]2C1 ?
CFTR F508del cor: -1.1; INS-1E GSIS act: 7; PGC1a acetyl inh: -5

Results for O=C(Nc1ccccc1)[C@H]1[C@H](CO)[C@H]2Cn3c(ccc(C4=CCCCC4)c3=O)[C@H]2N1Cc1ccccn1 ?
CFTR F508del cor: 2.1; INS-1E GSIS act: 4; PGC1a acetyl inh: 0

Results for CC(=O)c1cnc(SCc2ccc(Cl)cc2)nc1C ?
CFTR F508del cor: -0.9; INS-1E GSIS act: -2; PGC1a acetyl inh: 0

What do the screens show for `COc1ccc(-c2nc3nc(SC)nn3cc2C)cc1F`?
CFTR F508del cor: 5.0; INS-1E GSIS act: 13; PGC1a acetyl inh: 9

What do the screens show for `CC(NC(=O)c1ccccc1NC(=O)c1ccco1)c1ccccc1` (centres undefined)?
CFTR F508del cor: 3.6; INS-1E GSIS act: 13; PGC1a acetyl inh: 7

How did C[C@@H]1CCCCO[C@@H](CN(C)Cc2ccc(Cl)c(Cl)c2)[C@H](C)CN([C@@H](C)CO)C(=O)c2cc(N(C)C)ccc2O1 do in these assays?
CFTR F508del cor: -1.1; INS-1E GSIS act: -3; PGC1a acetyl inh: -11

Results for COCC(=O)N1CC(=O)N2[C@H](CO)[C@@H](c3ccc(C#CC4CCCCC4)cc3)[C@@H]2C1 ?
CFTR F508del cor: 0.0; INS-1E GSIS act: -3; PGC1a acetyl inh: -4

How did CCC(C)c1ccc(O)c(NC(=O)c2cncc(Br)c2)c1 (centres undefined) do in these assays?
CFTR F508del cor: 2.2; INS-1E GSIS act: 0; PGC1a acetyl inh: 4

How did COC(=O)C1=C(C)NC(=S)NC1c1ccc(OC(=O)c2ccco2)cc1 (centres undefined) do in these assays?
CFTR F508del cor: -0.7; INS-1E GSIS act: 9; PGC1a acetyl inh: -3

What do the screens show for `Cc1noc(C)c1S(=O)(=O)Nc1ccc2c(c1)C(=O)N([C@H](C)CO)C[C@H](C)[C@@H](CN(C)S(=O)(=O)c1cccs1)O2`?
CFTR F508del cor: -1.0; INS-1E GSIS act: -9; PGC1a acetyl inh: 2

How did CCCC#Cc1ccc([C@@H]2[C@@H](CO)N3C(=O)CN(C(=O)c4ccccc4)C[C@@H]23)cc1 do in these assays?
CFTR F508del cor: 2.6; INS-1E GSIS act: -10; PGC1a acetyl inh: 1

What do the screens show for `Fc1ccc(NC(=S)NCc2cccnc2)cc1`?
CFTR F508del cor: 0.2; INS-1E GSIS act: -1; PGC1a acetyl inh: 1

How did CCC(=O)N1[C@H](CO)[C@@H](c2ccccc2)C12CN(CC1CCOCC1)C2 do in these assays?
CFTR F508del cor: 0.2; INS-1E GSIS act: 6; PGC1a acetyl inh: 2

Results for CC(=O)N1[C@@H](CO)[C@@H](c2ccccc2)C12CN(C(=O)CN1CCOCC1)C2 ?
CFTR F508del cor: 1.1; INS-1E GSIS act: 6; PGC1a acetyl inh: 3

What do the screens show for `CC(C)C(=O)Nc1ccc(N2CCCC2)c(Cl)c1`?
CFTR F508del cor: 0.2; INS-1E GSIS act: 10; PGC1a acetyl inh: -9

Ordered by molecular weight (largest number first): some entries from above
How did CCC(C)c1ccc(O)c(NC(=O)c2cncc(Br)c2)c1 (centres undefined) do in these assays?
CFTR F508del cor: 2.2; INS-1E GSIS act: 0; PGC1a acetyl inh: 4

What do the screens show for `CC(NC(=O)c1ccccc1NC(=O)c1ccco1)c1ccccc1` (centres undefined)?
CFTR F508del cor: 3.6; INS-1E GSIS act: 13; PGC1a acetyl inh: 7

What do the screens show for `COc1ccc(-c2nc3nc(SC)nn3cc2C)cc1F`?
CFTR F508del cor: 5.0; INS-1E GSIS act: 13; PGC1a acetyl inh: 9

What do the screens show for `Fc1ccc(NC(=S)NCc2cccnc2)cc1`?
CFTR F508del cor: 0.2; INS-1E GSIS act: -1; PGC1a acetyl inh: 1

(further entries)
How did CCCNC(=O)N1CC2(CCN(Cc3ccccn3)CC2)c2c(n(C)c3cc(OC)ccc23)[C@@H]1CO do in these assays?
CFTR F508del cor: -1.1; INS-1E GSIS act: 16; PGC1a acetyl inh: -5

How did Cc1ccc(-c2csc(/C(C#N)=C/Nc3ccccc3SC(F)(F)F)n2)c(C)c1 do in these assays?
CFTR F508del cor: 1.6; INS-1E GSIS act: 0; PGC1a acetyl inh: 3

How did O=C(NCc1ccccc1)[C@@H]1[C@@H](CO)[C@@H]2Cn3c(ccc(/C=C/c4ccccc4)c3=O)[C@H]1N2CC1CC1 do in these assays?
CFTR F508del cor: -1.1; INS-1E GSIS act: -14; PGC1a acetyl inh: 16

How did COc1ccc2c3c(n(C)c2c1)[C@H](CO)N(C)CC31CN(C(=O)Nc2cccc(F)c2)C1 do in these assays?
CFTR F508del cor: -1.3; INS-1E GSIS act: -16; PGC1a acetyl inh: -1

How did O=C(Nc1ccccc1)N[C@@H]1CC[C@@H](CCn2cc(-c3ccccc3F)nn2)O[C@@H]1CO do in these assays?
CFTR F508del cor: 0.6; INS-1E GSIS act: 3; PGC1a acetyl inh: -1

Results for COc1ccc2c3c([nH]c2c1)[C@H](CO)NCC31CCN(C(=O)Nc2ccc(F)cc2F)CC1 ?
CFTR F508del cor: -0.1; INS-1E GSIS act: 4; PGC1a acetyl inh: -2

What do the screens show for `COc1ccc2c3c(n(C)c2c1)[C@H](CO)N(C(=O)Nc1ccc(F)cc1)CC31CCN(C)CC1`?
CFTR F508del cor: 3.8; INS-1E GSIS act: -16; PGC1a acetyl inh: -12

How did COc1cccc(C#Cc2ccc([C@@H]3[C@@H](CO)N4C(=O)CN(C(=O)c5ccccc5)C[C@@H]34)cc2)c1 do in these assays?
CFTR F508del cor: 5.6; INS-1E GSIS act: 7; PGC1a acetyl inh: -5

What do the screens show for `CN(C)CC#Cc1ccc([C@@H]2[C@H](CO)N3C(=O)CN(C(=O)c4ccc(F)cc4)C[C@@H]23)cc1`?
CFTR F508del cor: -1.9; INS-1E GSIS act: -1; PGC1a acetyl inh: 2

Results for CC(C)CC(=O)NC(=S)N1CCN(c2ccc([N+](=O)[O-])cc2Cl)CC1 ?
CFTR F508del cor: -0.3; INS-1E GSIS act: -11; PGC1a acetyl inh: 3

What do the screens show for `Cn1c(=O)n(C)c2cc(NC(=O)c3cccc([N+](=O)[O-])c3)c(Br)cc21`?
CFTR F508del cor: 3.4; INS-1E GSIS act: 8; PGC1a acetyl inh: -5

What do the screens show for `COc1ccc(C#Cc2ccc([C@@H]3[C@H]4CN(C(=O)c5ccncc5)CC(=O)N4[C@H]3CO)cc2)cc1`?
CFTR F508del cor: -1.5; INS-1E GSIS act: 27; PGC1a acetyl inh: 2

Results for COc1ccc2c3c([nH]c2c1)[C@H](CO)N(C(=O)c1cccnc1)CC31CCN(C(=O)NC(C)C)CC1 ?
CFTR F508del cor: 1.7; INS-1E GSIS act: 29; PGC1a acetyl inh: -3

Results for COc1ccc2c3c([nH]c2c1)[C@@H](CO)N(Cc1ccccc1)CC31CN(C(C)=O)C1 ?
CFTR F508del cor: -1.3; INS-1E GSIS act: -2; PGC1a acetyl inh: 3

Results for CC1CC(C)CN(S(=O)(=O)c2ccc(F)c(C(=O)Nc3ccc(Cl)cc3F)c2)C1 (centres undefined) ?
CFTR F508del cor: -0.6; INS-1E GSIS act: 6; PGC1a acetyl inh: 8

Results for O=C(c1ccc2c(c1)OCO2)N1CC(=O)N2[C@@H](CO)[C@@H](c3ccc(C#CC4CCCC4)cc3)[C@@H]2C1 ?
CFTR F508del cor: -1.3; INS-1E GSIS act: -29; PGC1a acetyl inh: 4

How did O=C(c1cnccn1)N1CC(=O)N2[C@H](C1)[C@H](c1ccc(C#CCC3CCCC3)cc1)[C@@H]2CO do in these assays?
CFTR F508del cor: -1.7; INS-1E GSIS act: -20; PGC1a acetyl inh: -9

How did COc1ccc2c3c(n(C)c2c1)[C@@H](CO)N(C(=O)CN(C)C)CC31CN(C(=O)C2CCC2)C1 do in these assays?
CFTR F508del cor: 0.6; INS-1E GSIS act: 12; PGC1a acetyl inh: 2

What do the screens show for `Cc1noc(C)c1COc1ccc(C(=O)Nc2cccnc2)cc1`?
CFTR F508del cor: -6.5; INS-1E GSIS act: -5; PGC1a acetyl inh: -13

How did COc1cccc(C#Cc2ccc([C@H]3[C@H]4CN(C(=O)c5ccncc5)CC(=O)N4[C@H]3CO)cc2)c1 do in these assays?
CFTR F508del cor: -0.3; INS-1E GSIS act: -6; PGC1a acetyl inh: 2

How did Cc1cccc(C)c1NC(=O)C[N+](C)(C)CC(O)COc1cccc2ccccc12 (centres undefined) do in these assays?
CFTR F508del cor: -0.7; INS-1E GSIS act: 7; PGC1a acetyl inh: 4

What do the screens show for `CCCNC(=O)[C@@H]1[C@@H](CO)[C@@H]2Cn3c(ccc(-c4cccnc4)c3=O)[C@@H]2N1Cc1cocn1`?
CFTR F508del cor: -2.9; INS-1E GSIS act: 3; PGC1a acetyl inh: 0

What do the screens show for `CCc1ccc(S(=O)(=O)NCCc2csc(C)n2)s1`?
CFTR F508del cor: 3.3; INS-1E GSIS act: 7; PGC1a acetyl inh: -7

Results for O=C(c1ccncc1)N1CC2(C1)[C@H](c1ccccc1)[C@@H](CO)N2C(=O)CC1CC1 ?
CFTR F508del cor: -0.5; INS-1E GSIS act: 15; PGC1a acetyl inh: 5

How did COc1ccc2c3c([nH]c2c1)[C@H](CO)N(Cc1nccs1)CC31CN(C(=O)C2CCOCC2)C1 do in these assays?
CFTR F508del cor: -1.1; INS-1E GSIS act: 8; PGC1a acetyl inh: -3

What do the screens show for `COc1ccc2c3c(n(C)c2c1)[C@H](CO)N(C(=O)CN(C)C)CC31CN(C(=O)NC(C)C)C1`?
CFTR F508del cor: -1.2; INS-1E GSIS act: 28; PGC1a acetyl inh: 7

Results for O=C(NC1CCCC1)N1CC(=O)N2[C@H](CO)[C@H](c3ccc(-c4ccc(F)cc4)cc3)[C@@H]2C1 ?
CFTR F508del cor: -0.8; INS-1E GSIS act: -9; PGC1a acetyl inh: -1

The list is partial. The share of hits here may be higher or lower than overall.
